HDAC3 inhib = HDAC3 deacetylase inhibitors, primary screen, biochemical, fluorescence, cell-free homogeneous | inhibition, % at 8.3 µM | AID 2718, 2010 | recombinant HDAC3, fluorogenic peptide/trypsin coupled | hit rate 0.15% among 320,000 | Histone deacetylase 3 (Homo sapiens), O15379; in the data active = inhibition above about 26%, passing the limit was not always enough
RGS4 act = RGS4 potentiators or activators, primary screen, cell-based, HEK293 M3R inducible RGS4, calcium flux; AID 463111, 2010; B-score at 10 µM; carbachol calcium flux Fluo4; hits give low values; hit rate 0.92% among 310,000;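 active = B-score of the integrated calcium signal more than 4 SD below the library mean, with starting fluorescence not abnormally high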;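 also: negative B-score means reduced calcium response which marks RGS4 activation or potentiation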
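Also added: carbachol at ECmax as muscarinic agonist stimulus; Assay system: HEK293 cells with stable M3R and inducible RGS4; Timing: overnight RGS4 induction, 30 min dye load 37 °C, 20 min compound RT; Measured by: Fluo4-AM (2 µM) calcium-flux fluorescence, kinetic read.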
hERG protect = hERG rescue from dofetilide block, primary screen, cell-based, CHO-hERG, FluxOR thallium flux, dofetilide IC70; activation (rescue from dofetilide block), less the hit threshold, % at 10 µM; dofetilide IC70 present; hit rate 0.51% among 310,000;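 active = activation above the mean of controls blocked by dofetilide plus 5 SD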;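 also: thallium influx through hERG after potassium depolarization seen as dye fluorescence rise; in these data hits start at about 4.7%; inactives centre near -7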
GSK3A inh = blockers of GSK3A enzyme activity – biochemical, luminescence, cell-free homogeneous, HTS, primary screen; Glycogen synthase kinase-3 alpha (Homo sapiens), P49840; AID 2650, 2010; inhibition, % at 10 µM; GSK-3 alpha kinase, ADP-Glo luminescence, 60 min; hit rate 0.1% among 320,000;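 in the data active = inhibition above about 50%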;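 also: GST-tagged GSK-3 alpha with peptide substrate and 25 µM ATP; 0% = DMSO neutral wells and 100% = GW8510 positive control wells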
KCNQ1 inh = inhibitors of human KCNQ1 channel, primary screen, cell-based, thallium flux, high-throughput; CHO-K1 KCNQ1, FluxOR thallium flux fluorescence; hits give high values; B-score at 10 µM; Potassium voltage-gated channel subfamily KQT member 1 (Homo sapiens), P51787; hit rate 1.3% among 310,000;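 active = compounds whose thallium flux B-score, printed positive for inhibition, exceeds three library SD while starting fluorescence stays within three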;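 also: channel opened by potassium depolarization with thallium stimulus after 20 min compound exposure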
KCNK9 block = KCNK9 potassium channel inhibitors, primary screen, HEK293 cells, thallium flux; Potassium channel subfamily K member 9 (Homo sapiens), Q9NPC2; hit rate 1.2% among 310,000; AID 488922, 2010; FluxOR thallium flux fluorescence; hits give low values; B-score at 10 µM;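 active = ratio B-score over 3 SD below the library mean, with starting fluorescence within 5 SD of its mean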;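 also: negative B-score means less thallium flux so channel inhibition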
Target sequence (Q9NPC2 whole entry, looked up): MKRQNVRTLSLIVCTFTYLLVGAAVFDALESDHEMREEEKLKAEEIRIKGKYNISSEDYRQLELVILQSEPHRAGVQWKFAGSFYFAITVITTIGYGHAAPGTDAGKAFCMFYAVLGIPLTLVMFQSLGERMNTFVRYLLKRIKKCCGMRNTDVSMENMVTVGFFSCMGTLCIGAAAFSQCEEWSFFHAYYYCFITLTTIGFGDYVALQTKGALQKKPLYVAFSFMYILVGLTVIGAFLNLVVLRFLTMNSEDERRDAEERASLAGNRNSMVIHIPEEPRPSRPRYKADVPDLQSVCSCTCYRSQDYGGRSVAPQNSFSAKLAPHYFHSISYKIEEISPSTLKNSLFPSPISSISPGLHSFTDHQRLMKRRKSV
PolyA inhibitor = polyadenylation inhibitors in yeast reporter cells, primary screen, luminescence, S. cerevisiae; S. cerevisiae SKY197-pL101 polyadenylation reporter, beta-gal luminescence; efflux-impaired pdr1/pdr3 knockout yeast; score 100 = 6 SD above DMSO; calls only at 12 µM; hit rate 0.02% among 300,000;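 active = lowest replicate activity score at least 50, where 100 means six control SD above control mean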;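 also: yeast exposed to compound for 9 h at 30 °C; higher score means more reporter readthrough which indicates perturbed polyadenylation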
GSK3B inh = human GSK3beta kinase inhibitors, primary screen, biochemical, cell-free homogeneous, HTS | Glycogen synthase kinase-3 beta (Homo sapiens), P49841 | GST-GSK3beta kinase, ADP-Glo luminescence, 60 min; hits give low values | activity score (negative = inhibition), % at 10 µM | hit rate 0.038% among 300,000 | AID 2097, 2009;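 active = more than half of replicate wells score below -50%, meaning over 50% inhibition versus plate controls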;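 also: 0% = median DMSO wells and -100% = median GW8510 positive control wells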
Target sequence (P49841 whole entry, looked up): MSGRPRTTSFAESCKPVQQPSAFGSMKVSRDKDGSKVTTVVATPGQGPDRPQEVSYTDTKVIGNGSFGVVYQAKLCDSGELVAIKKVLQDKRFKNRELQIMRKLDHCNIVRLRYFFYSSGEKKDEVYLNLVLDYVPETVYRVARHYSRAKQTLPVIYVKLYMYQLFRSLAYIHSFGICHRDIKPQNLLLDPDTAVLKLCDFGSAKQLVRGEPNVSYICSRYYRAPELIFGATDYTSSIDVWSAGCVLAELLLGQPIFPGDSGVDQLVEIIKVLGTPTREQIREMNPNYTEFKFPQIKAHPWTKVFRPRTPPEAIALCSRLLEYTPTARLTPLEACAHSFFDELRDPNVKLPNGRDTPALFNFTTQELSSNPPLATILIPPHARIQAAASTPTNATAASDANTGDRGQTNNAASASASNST
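test system = GST-tagged human GSK3beta kinase, cell-free | reagent = 25 µM ATP with peptide substrate | dosing = one dose of 10 µM per compound | schedule = 60 min reaction, RT | detection = luminescent ADP-Glo measurement of ADP formed | control set = DMSO neutral wells and GW8510 at 20 µM as positive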
Dyrk1A ADPGlo = rat Dyrk1A kinase inhibitors, primary screen, biochemical, single point, plate reader | hit rate 0.43% among 310,000 | Dual specificity tyrosine-phosphorylation-regulated kinase 1A (Rattus norvegicus), Q63470 | inhibition, % at 12.5 µM | ADP-Glo luminescence, NFATc1 peptide; in the data active = inhibition above about 50%;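 also: plate controls were vehicle with enzyme for no effect and no enzyme for full effect; many of its hits are not listed in these tables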
KCNQ1 act = potentiators or activators of KCNQ1 channel, primary screen, cell-based, thallium flux, high-throughput | Potassium voltage-gated channel subfamily KQT member 1 (Homo sapiens), P51787 | hit rate 0.35% among 310,000 | AID 2648, 2010 | CHO-K1 KCNQ1, thallium flux FluxOR fluorescence; hits give high values | B-score at 10 µM;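 active = fluorescence ratio B-score, a plate-corrected score, at least three library SD, with initial intensity B-score within 5 SD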
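Assay system: CHO-K1 cells stably expressing KCNQ1. Medium: assay buffer for compound exposure, DMSO matched across wells. Timing: 37 °C overnight plating, 90-min dark dye load, 20-min compound pretreatment. Signal: kinetic FluxOR fluorescence, 10 s baseline plus 110 s post-stimulus.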
KCNK3 inh = human KCNK3 channel inhibitors, primary screen, CHO cells, FluxOR thallium flux, B-score; Potassium channel subfamily K member 3 (Homo sapiens), O14649; FluxOR fluorescence; hits give low values; B-score at 10 µM; hit rate 0.84% among 340,000; AID 602410, 2012;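 active = B-score under library mean minus 4 SD, starting fluorescence ratio at most library mean plus 5 SD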;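 also: more negative B-score means stronger inhibition of thallium flux through KCNK3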
* hit, by the source's call; i = inactive; . = no result given. Only part of the results is shown. The share of hits here may be higher or lower than overall.

SMILES	HDAC3 inhib	RGS4 act	hERG protect	GSK3A inh	KCNQ1 inh	KCNK9 block	PolyA inhibitor	GSK3B inh	Dyrk1A ADPGlo	KCNQ1 act	KCNK3 inh
CCCCc1ccc(N2C(=O)[C@@H]3C(CC(N)=O)NC4(C(=O)Nc5ccc(F)cc54)[C@@H]3C2=O)cc1 (some centres undefined)	6	i	-13	0	i	i	i	1	3	i	i
COc1ccc(C(=O)Nc2cccc(C(=O)N/N=C/c3ccc(OC)cc3OC)c2)cc1	-2	i	-9	-2	i	i	i	-1	-1	i	i
Clc1ccccc1-c1nnc(-c2cccnc2)o1	-2	i	0	-3	i	i	i	-1	.	i	i
O=C(Nc1cc(Cl)ccc1Cl)c1ccc(-c2ccccc2)cc1	-4	i	-11	-2	i	i	i	1	1	i	i
CCOC(=O)c1ccc(N/C=C/C(=O)c2ccco2)cc1	3	i	-8	-3	i	i	i	1	2	i	i
O=C(CSc1cccs1)Nc1cccc2ccccc12	.	i	-7	.	i	i	i	3	-6	i	i
O=C(CCC(=O)c1ccccc1)NCCOc1ccccc1	-2	i	-9	-3	i	i	i	-2	-4	i	i
Cc1ccc(OCCn2c(=O)n(C)c3ccccc32)cc1	-1	-7.2*	-10	-3	i	i	i	1	-4	i	i
CCCS(=O)(=O)N1CCN(S(=O)(=O)c2ccccc2)CC1	-7	i	-11	-1	i	i	i	4	0	i	i
O=[N+]([O-])c1ccc(CSc2nnc(Cc3ccccc3)n2-c2ccc(F)cc2)cc1	-3	i	0	-2	i	i	i	8	0	i	i
CN(C(=O)CN1C(=O)S/C(=C\c2cccc(Cl)c2)C1=O)C1CCS(=O)(=O)C1 (centres undefined)	-3	i	-13	1	i	i	i	-2	-6	i	i
CCCn1c2ccccc2c2cnn(CC(=O)NC3CCCCC3C)c(=O)c21 (centres undefined)	5	i	-8	-1	i	i	.	-3	1	i	i
Cc1csc2c(SCC(=O)NNS(=O)(=O)c3cccc(C(F)(F)F)c3)ncnc12	-4	i	-11	-2	i	i	i	4	-2	i	i
CCOC(=O)C1(Cc2cccc(Cl)c2)CCCN(C(=O)c2c(CC)noc2C)C1 (centres undefined)	-3	i	-15	-1	i	i	i	0	1	i	i
CCOC(=O)c1c(C)nc2c(c1-c1ccc(OC)c(OC)c1)C(=O)c1ccccc1-2	-2	i	-5	13	i	i	i	0	11	i	i
CCOC(=O)n1c(=O)n(Cc2cccc(F)c2)c2ccccc21	8	i	-7	-1	i	i	i	1	-5	i	i
C/C(=N\OCC(=O)Nc1ccc2c(c1)OCCO2)c1ccc2c(c1)OCCO2	-2	i	-9	-3	i	i	i	0	-5	i	i
O=S(=O)(c1ccc(F)cc1)N1CCCNCC1	6	i	-5	-3	i	i	i	1	-3	i	i
CN1Cc2cc(C(=O)c3cc(Cl)cc(CSc4ncccn4)c3O)cnc2NC1=O	5	i	-8	0	i	i	i	1	.	i	.
Cc1cccc(C(=O)NNC(=O)c2ccccc2[N+](=O)[O-])c1	-9	i	-18	0	i	i	i	8	4	i	i
CCOC(=O)C1=C(C)NC(C)=C(C(=O)OCC)C1C(=O)OCC(=O)N(C)C1CCS(=O)(=O)C1 (centres undefined)	-1	i	-1	0	i	i	i	1	-2	i	i
FC(F)Oc1ccc(NC(=S)NCc2ccco2)cc1Cl	5	i	-11	-1	7*	i	i	4	0	i	i
CCN(C(=O)COC(=O)c1ccc(OCc2c(C)noc2C)cc1)c1ccccc1	-5	i	-16	-2	i	i	i	2	1	i	i
C1=C(c2ccccc2)CCN(c2ncnc3nc[nH]c23)C1	1	i	-17	8	i	i	i	3	32	i	i
COc1ccc2cc3c(N)nn(C(=O)c4cccc([N+](=O)[O-])c4)c3nc2c1	9	i	-5	-1	i	i	i	-1	13	i	i
Cc1cc(-c2nnc(CCC(=O)NC(c3ccccc3)c3ccccc3)o2)no1	-2	i	-12	-4	i	i	i	-1	0	i	i
CCc1nnc(NC(=O)CN2CCN(Cc3ccc(F)cc3)CC2)s1	-4	i	-7	0	i	i	i	-4	-2	i	i
O=C1C2C3C=CC(CC3)C2C(=O)N1/N=C/c1c(O)ccc2ccccc12 (centres undefined)	2	i	-8	-1	i	i	i	2	0	i	i
CCOCCCNC(=O)c1ccc(C2SCC(=O)N2Cc2ccccc2)cc1 (centres undefined)	1	i	-11	6	i	i	i	0	-7	i	i
Cc1ccc(S(=O)(=O)N(C)C)cc1NC(=O)CCCNC(=O)c1ccc(Cl)cc1	-2	i	-2	-2	i	i	i	-2	-8	i	i
CC1Cc2ccccc2N1C(=O)CSc1nc(-c2ccco2)cc(C(F)(F)F)n1 (centres undefined)	2	i	-5	-1	i	i	i	-1	-4	i	i
C=CCN1C(=O)C(CC(=O)Nc2ccccc2)SC1=Nc1ccc(S(N)(=O)=O)cc1 (centres undefined)	-11	i	-1	1	i	i	i	4	-2	i	i
CC1CN(C(=O)Nc2ccc(F)cc2F)CC(C)O1 (centres undefined)	-2	i	-6	0	i	i	i	7	-1	i	i
COc1ccc(C(=O)OC2CCN(c3ncc(C(F)(F)F)cc3Cl)CC2)cc1	-2	i	-10	-4	i	i	i	5	-5	i	i
CN(Cc1ccccc1)S(=O)(=O)c1ccc(OCC(=O)NCc2ccncc2)cc1	-7	i	-8	1	i	i	i	1	3	i	i
S=c1[nH]nc(C2CCCCC2)n1/N=C/c1ccc(Br)cc1	1	i	-6	-1	i	i	i	-1	-5	i	i
Cc1cc(C)nc(N/N=C/c2cc3c(cc2[N+](=O)[O-])OCO3)n1	5	i	-4	2	i	i	i	-3	0	i	i
Cc1cc(NC(=O)CSCC(=O)Nc2ccccc2Oc2ccccc2)no1	-11	i	-9	-1	i	i	i	-10	19	i	i
CCOC(=O)c1sc(N(Cc2ccccc2)C(=O)CSc2nnc(C3CC3)n2N)nc1C	3	i	-4	0	i	i	i	2	0	i	i
CC(C)C(NC(=O)/C=C/c1ccc(F)cc1)C(C)C	3	i	-7	1	i	i	i	2	2	i	i
CCCCOc1ccccc1N	3	i	5.9*	.	i	i	i	2	-2	i	i
COC(=O)c1oc2ccccc2c1N	-1	i	1	3	i	i	i	5	-1	i	i
O=C(CCCNS(=O)(=O)c1cccc2nsnc12)NCCc1ccccc1	-5	i	-13	-2	i	i	i	-2	1	i	i
CCOC(=O)c1ccc(NC(=O)c2nc[nH]c2C(=O)N[C@@H](CC(C)C)C(=O)OCc2ccccc2)cc1	9	i	-7	1	i	i	i	-4	2	i	i
Cc1cc[n+](CCc2ccccc2)cc1C	3	i	-7	-1	i	i	i	2	0	i	i
COc1ccccc1Nc1nc(N)nc(CN2CCc3ccccc3C2)n1	-1	i	-11	-1	i	i	i	-3	-2	i	i
CCOc1ccccc1OCC(=O)OCc1csc(CC(=O)Nc2ccccc2C)n1	1	i	-11	-5	i	i	i	0	-2	i	i
CCOc1ccccc1OCCCC(=O)N(CC)CC(=O)Nc1ccc(NC(C)=O)cc1	-2	i	-14	-2	i	i	i	4	2	i	i
COCCCNC(=O)/C(C#N)=C/c1c(N2CCN(C)CC2)nc2ccccn2c1=O	-22	i	-3	-3	i	i	i	-1	2	i	i
O=C(N/N=C\c1ccc(O)c([N+](=O)[O-])c1)c1ccccc1-n1cccc1	11	i	-5	3	i	i	i	-1	2	i	i
CC(=O)Nc1ccc(S(=O)(=O)NCCc2ccc(F)cc2)cc1	0	i	-7	-2	i	i	i	-6	-3	i	i
O=C(Cc1ccccc1)Nc1ccc(C(=O)Nc2ccccc2C(=O)O)cc1	3	i	-6	-6	i	i	i	3	14	i	i
CN(C)S(=O)(=O)c1cccc(NC(=S)N/N=C/c2ccco2)c1	2	i	-7	-2	i	i	i	-2	7	i	i
CCN(CC)S(=O)(=O)c1ccc2nc(SC)sc2c1	3	i	-15	0	i	i	i	-4	-4	i	i
Cn1cccc1/C=N/n1c(-c2ccccc2)n[nH]c1=S	2	i	-3	3	i	i	i	3	13	i	i
COc1ccccc1N1CCN(S(=O)(=O)c2cn(C)c(=O)n(C)c2=O)CC1	3	i	-3	-2	i	i	i	3	4	i	i
O=S(=O)(Nc1nc2ccccc2nc1N1CCc2ccccc2C1)c1ccc(Cl)cc1	-11	i	-11	-9	i	-12*	i	-3	4	i	i
N/C(=N\OC(=O)CCCN1C(=O)c2ccccc2C1=O)c1ccc(Br)cc1	5	i	-3	-2	i	i	i	-5	6	i	i
CCc1nnc(NC(=O)C2c3ccccc3Oc3ccccc32)s1	-4	i	-7	-1	i	i	i	-1	4	i	i
COC(=O)CSc1nc2cc(C)ccc2cc1C#N	-6	i	-6	1	i	i	i	0	-3	i	i
CCN1C(=O)N[C@@H](c2cccs2)C(C(=O)OC)=C1C	2	i	-3	-3	i	i	i	-1	13	i	i
Cc1oc2c(c1C(=O)Nc1ccc(C(=O)O)cc1)CCCC2	6	i	-21	-3	i	i	i	2	2	i	i
CCC(C)(C)NC(=O)C(c1ccccc1Cl)N(C(=O)CCC(=O)Nc1cc(C)on1)c1ccc(NC(C)=O)cc1 (centres undefined)	1	i	-8	4	i	i	i	2	2	i	i

Assay outcomes (PubChem)
